Tb MetRS inh: T. brucei MetRS inhibitors, primary screen, biochemical, luminescence; methionyl-tRNA synthetase (Trypanosoma brucei brucei); purified T. brucei MetRS, ATP depletion, Kinase-Glo luminescence; inhibition, % at 11.9 µM; 360,000 tested, 0.4% active;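 active = inhibition above a per-plate cutoff of the control wells' mean inhibition plus 3 SD, cut at about 5.5% in these data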;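 note: 0% = DMSO wells median and 100% = median of wells with control inhibitor compound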
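Dosing: 11.9 µM single point; system: parasite MetRS enzyme; technique: luminescence of leftover ATP; times: 15 min enzyme-compound preincubation, 2 h reaction, 10 min detection, 25 °C; replicates: each compound tested once; read-out basis: percent inhibition relative to median high and low control wells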
STEP block: STEP phosphatase inhibitors, primary screen, biochemical, fluorescence intensity, uHTS; Tyrosine-protein phosphatase non-receptor type 5 (Homo sapiens), P54829; recombinant STEP, OMFP fluorogenic substrate; inhibition, % at 20 µM; 360,000 tested, 0.25% active;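 active = inhibition at 20 µM, scaled per plate between control wells, above about 37%, limit read from the data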;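 note: 0% = DMSO with enzyme and substrate and 100% = substrate only without enzyme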
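Assay system: isolated STEP enzyme / Timing: 20 min at room temperature, dark / Doses: 20 µM, 1% DMSO / Technique: fluorescence intensity, excitation 480 nm, emission 540 nm / Reagent: fluorogenic phosphatase substrate OMFP at 25 µM final / Measure: percent inhibition scaled to no-enzyme and uninhibited-enzyme controls, plate-pattern corrected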
CSN deneddyl inh: inhibitors of CSN-mediated cullin deneddylation, primary screen, biochemical, fluorescence polarization, uHTS; Purified CSN, SCF-Nedd8-OG deneddylation; 360,000 tested, 0.38% active; inhibition, % at 12.5 µM; AID 651999, 2013;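 active = pattern-corrected inhibition above about 35%, with an unprinted fluorescence ratio check between 0.5 and 1.5, limit read from the data, passing the limit was not always enough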;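 note: 0% = enzyme with substrate and 100% = substrate without enzyme; some results filed as inactive read as strong as hits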
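Material: human Csn5 produced in HEK293T cells; Input: enzyme 0.24 nM; Reagent: SCFSkp2-Nedd8OG substrate at 10 nM final; Dosing: 12.5 µM compound; Incubation: 90 min reaction at room temperature; Detection: fluorescence polarization of the substrate; Evaluation: % inhibition of substrate cleavage by Csn5; Control set: substrate-only high control, full reaction low control.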
LMPTP inh: LMPTP phosphatase inhibitors, primary screen, biochemical, fluorescence intensity, uHTS; Low molecular weight phosphotyrosine protein phosphatase (Homo sapiens), P24666; recombinant LMPTP-A, OMFP fluorogenic substrate; inhibition, % at 20 µM; 360,000 tested, 0.22% active; AID 651560, 2012;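 active = compounds that cut the enzyme signal by at least half of the control window in the single-dose screen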;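 note: plate controls were DMSO wells with enzyme plus substrate for no effect and substrate without enzyme for full effect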
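material = LMPTP-A | quantity = 0.625 nM enzyme | reagent = OMFP substrate, 400 µM final | buffer or medium = Bis-Tris pH 6.0, DTT, detergent | detection = endpoint fluorescence intensity from OMFP dephosphorylation | dosing = single 20 µM dose | read-out basis = % inhibition relative to no-enzyme and uninhibited control wells | control set = no-enzyme and uninhibited controls | timing = 50 min at room temperature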
NadD block: inhibitors of S. aureus NadD, primary screen, biochemical, colorimetric, uHTS; inhibition, % at 20 µM; 360,000 tested, 0.78% active; AID 602399, 2012; purified NadD enzyme, colorimetric absorbance read-out; in the data active = inhibition above about 26%; note: some compounds past the cut are filed as inactive
Scp-1 inhibitor: Scp-1 phosphatase inhibitors, primary screen, biochemical, colorimetric, uHTS. Carboxy-terminal domain RNA polymerase II polypeptide A small phosphatase 1 (Homo …. inhibition, % at 20 µM. Recombinant Scp1, phosphopeptide, malachite green phosphate absorbance. AID 493091, 2011. 340,000 tested, 0.88% active;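 active = inhibition above about 50% at 20 µM, limit read from the data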;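 note: plate controls were DMSO wells with enzyme for no effect and wells lacking enzyme for full effect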
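Test system: SCP-1 phosphatase catalytic domain, residues 76-261 | Compound dosing: One concentration, 20 µM, with 1.0% DMSO | Schedule: 45 min room-temperature reaction, 5 min colour, 30 min stabiliser | Detection: Absorbance at 630 nm | Read-out basis: % inhibition of SCP-1 phosphate liberation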
Rpn11 block: Rpn11 (PSMD14) deubiquitinase inhibitors, primary screen, biochemical, fluorescence polarization, uHTS | human 26S proteasome, Ub4-pepOG fluorescence polarization; 20S core pre-blocked with epoxomicin | calls only at 20 µM | 360,000 tested, 0.59% active | AID 588493, 2011;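 active = inhibition at 20 µM, scaled to each plate's controls, above about 33%, limit read from the data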
MsrA inh: bovine MsrA enzyme inhibitors, primary screen, biochemical, absorbance, HTS; Methionine sulfoxide reductase A (Bos taurus); purified bovine MsrA, absorbance read-out; inhibition, % at 15.5 µM; 360,000 tested, 0.75% active; AID 651718, 2012; in the data active = inhibition above about 4.5%;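 note: 0% = vehicle wells with enzyme and 100% = reference inhibitor wells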
DNMT1 inh: human DNMT1 methyltransferase inhibitors, primary screen, biochemical, molecular beacon, fluorescence, HinP1I cleavage, uHTS | DNA (cytosine-5)-methyltransferase 1 (Homo sapiens), P26358 | inhibition (reported as % activation of signal), % at 10 µM | 360,000 tested, 0.83% active | AID 588458, 2011; in the data active = inhibition above about 50%
Target sequence (P26358 504-1616 limits assumed): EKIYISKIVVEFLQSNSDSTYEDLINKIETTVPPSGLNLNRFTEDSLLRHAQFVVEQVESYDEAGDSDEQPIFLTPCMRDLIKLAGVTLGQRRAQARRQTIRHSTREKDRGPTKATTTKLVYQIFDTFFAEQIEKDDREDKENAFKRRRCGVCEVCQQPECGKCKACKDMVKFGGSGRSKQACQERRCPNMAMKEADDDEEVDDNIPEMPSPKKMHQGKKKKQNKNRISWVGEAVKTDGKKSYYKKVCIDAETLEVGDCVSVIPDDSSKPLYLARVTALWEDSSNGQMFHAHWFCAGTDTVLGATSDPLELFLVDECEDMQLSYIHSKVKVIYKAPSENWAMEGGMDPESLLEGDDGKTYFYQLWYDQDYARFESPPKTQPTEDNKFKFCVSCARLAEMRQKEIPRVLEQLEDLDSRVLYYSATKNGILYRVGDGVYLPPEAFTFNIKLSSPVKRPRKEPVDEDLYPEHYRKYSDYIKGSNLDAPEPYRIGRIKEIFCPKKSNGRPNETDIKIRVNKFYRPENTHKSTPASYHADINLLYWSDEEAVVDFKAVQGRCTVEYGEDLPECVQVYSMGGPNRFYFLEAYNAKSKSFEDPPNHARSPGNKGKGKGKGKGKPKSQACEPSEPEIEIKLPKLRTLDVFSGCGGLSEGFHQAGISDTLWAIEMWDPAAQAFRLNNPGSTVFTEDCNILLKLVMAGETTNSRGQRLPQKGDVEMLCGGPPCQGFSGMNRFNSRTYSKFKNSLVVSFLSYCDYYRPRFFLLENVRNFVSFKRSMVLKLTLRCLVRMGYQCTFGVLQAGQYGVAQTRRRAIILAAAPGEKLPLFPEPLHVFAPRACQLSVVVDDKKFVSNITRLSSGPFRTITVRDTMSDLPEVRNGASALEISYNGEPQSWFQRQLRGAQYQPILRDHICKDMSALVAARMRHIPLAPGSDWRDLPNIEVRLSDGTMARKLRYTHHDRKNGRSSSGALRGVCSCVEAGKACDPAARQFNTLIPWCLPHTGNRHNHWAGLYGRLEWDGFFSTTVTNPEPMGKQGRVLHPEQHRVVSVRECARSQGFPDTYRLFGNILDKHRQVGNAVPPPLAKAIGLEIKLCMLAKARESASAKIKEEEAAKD
SUMO1-SIM PPI: modulators of SUMO1 protein-protein interactions, primary screen, biochemical, uHTS; 360,000 tested, 0.33% active; SUMO1 binding to a labelled peptide, TR-FRET, 1 h; inhibition, % at 20 µM; Small ubiquitin-related modifier 1 (Homo sapiens), P63165; in the data active = inhibition above about 37%
Starred values were filed as active, the others as inactive; i = inactive; . = not tested or not shown; & = joins results of further samples.

SMILES	Tb MetRS inh	STEP block	CSN deneddyl inh	LMPTP inh	NadD block	Scp-1 inhibitor	Rpn11 block	MsrA inh	DNMT1 inh	SUMO1-SIM PPI
CC1CC(C)CN(C(=O)c2ccc(Br)c(S(=O)(=O)N3CCOCC3)c2)C1 (centres undefined)	0.0	4	2	-1.0	-1	-8	i	1.8	25	-3
Cc1ccccc1NC(=O)CN(C)S(=O)(=O)c1cccs1	-0.4	0	0	-1.0	-7	-7	i	0.0	0	5
O=C(/C=C/c1ccco1)N/C(=C\c1ccco1)C(=O)NCCc1nc2ccccc2[nH]1	2.8	0	1	2.5	1	4	i	3.6	1	-3
COc1cc(C=O)c(Br)cc1OCC(=O)NCc1ccccc1	-0.9	-1	-2	-1.7	2	0	i	1.8	6	0
COc1cc(/C=N/N=C2/C(=O)Nc3ccccc32)ccc1O	0.6	2	-10	-1.1	5	-3	i	4.9*	-9	-14
C[C@H](CO)N1C[C@H](C)[C@@H](CN(C)S(=O)(=O)c2cccs2)Oc2c(NS(=O)(=O)c3ccc(F)cc3)cccc2C1=O	-0.7	-1	-3	-1.1	6	-4	i	0.4	5	6
CN(C)c1ccc(C=C2C(=O)OC(C)(C(C)(C)C)OC2=O)cc1 (centres undefined)	-1.1	2	2	-0.4	9	0	i	1.7	4	-6
CC(=O)Nc1cc2c(cc1NC(=O)Cn1nc(-c3ccccc3F)ccc1=O)OCCO2	0.4	-1	-6	-0.6	1	-1	i	3.3	2	-6
Cc1ccc(NC(=S)N/N=C/c2c(Cl)cccc2Cl)c(C)c1	-0.3	0	-6	3.1	3	-15	i	1.8	1	-3
CC(=O)Nc1ccc(-c2nn[nH]n2)cc1Cl	0.2	4	0	-2.5	3	-5	i	-2.0	4	1
O=C(NNC(=O)c1ccc(NC(=O)c2ccccc2)cc1)c1ccc(F)cc1	-0.3	25	-2	48	3	39	i	1.8	22	22
Cc1cc(C(=O)N2CCCC(C(=O)c3cccc4ccccc34)C2)nc(C)n1 (centres undefined)	-0.7	0	0	-0.5	-6	0	i	0.6	-1	-5
Cc1nnn(C23CC4CC(CC(C4)C2)C3)n1	0.2	-5	-5	-1.8	-8	-4	i	-0.8	2	3
CCOc1ccccc1C(C(=O)NC1CCCC1)N(C(=O)c1csnn1)C1CC1 (centres undefined)	-0.5	-1	-4	-1.0	1	-6	i	-1.0	-1	-4
COc1ccc(C(=Cc2cc(OC)c(OC)cc2[N+](=O)[O-])C(=O)O)cc1	0.7	4	-8	-1.3	0	-3	i	0.8	-3	-18
O=C(NC1CCCC1)c1ccc(Cn2c(=O)[nH]c3ccsc3c2=O)cc1	-0.6	3	0	2.9	-3	-8	i	0.0	1	0
NNC(=O)Cn1c(COc2ccc(Cl)cc2)nc2ccccc21	0.2	-2	13	-2.4	4	-5	i	0.0	1	2
Cc1oc2cc3oc(=O)c(CCC(=O)NCCCN4CCCC4=O)c(C)c3cc2c1C	-1.9	0	-3	0.7	4	7	i	1.8	-1	2
COc1ccc(CNc2nc(C)c([N+](=O)[O-])c(C)c2C#N)cc1	-0.1	-3	-13	1.0	-5	-8	i	-0.5	9	21
CCc1nn2c(N)c(/C=C3\C=Nc4ccccc43)c(=O)nc2s1	0.7&0.5	1&-3	4&6	2.7&3.6	3&6	7&-37	i	0.3&1.5	-2&-1	-19&-6
O=C(Nc1ccc(F)cc1)C(c1cc2ccccc2o1)N1CCN(c2ccncc2)CC1 (centres undefined)	0.0	.	-6	2.0	.	.	.	-1.0	.	-10
CCCNC(=O)COC(=O)/C=C/c1cccc(F)c1	-0.8	0	-10	-1.0	1	-7	i	0.2	1	-3
CC(=O)c1ccccc1NC(=O)COC(=O)/C=C/c1cccs1	-0.3	2	1	1.1	-11	-9	i	2.2	0	-15
COc1cccc(C(=O)CN(C(=O)c2ccc(Cl)cc2Cl)N2C(=O)c3ccccc3C2=O)c1	-1.1	1	-8	1.5	-1	-14	i	1.1	2	7
Cc1nc2ccccc2nc(C)c1=NOCc1ccc(Cl)cc1Cl	-0.5	1	-1	1.2	-2	-1	i	1.4	-2	-3

(more compounds)
SMILES	Tb MetRS inh	STEP block	CSN deneddyl inh	LMPTP inh	NadD block	Scp-1 inhibitor	Rpn11 block	MsrA inh	DNMT1 inh	SUMO1-SIM PPI
Cc1cccc(S(=O)(=O)NC(=O)C2(C)CCN2C(=O)C2(c3ccc(Cl)cc3)CC2)c1 (centres undefined)	0.0	-2	1	-2.1	-1	.	i	-0.1	7	-3
CC(C)CCN(C(=O)c1csnn1)C(C(=O)NC1CCCC1)c1ccccc1 (centres undefined)	-0.2	0	-1	-1.3	-6	2	i	0.1	1	8
O=Cc1c(NCc2ccccc2)c2ccccc2[nH]c1=O	0.5	-1	1	-2.2	0	-10	i	0.3	1	2
CC(Oc1ccccc1Br)C(=O)N1CCc2ccccc21 (centres undefined)	0.3	4	-3	0.1	-2	-15	i	0.1	-4	0
COc1ccc(CNC(=O)C(C)c2ccc([N+](=O)[O-])cc2)cc1 (centres undefined)	0.0	2	0	0.5	0	-3	i	1.4	-1	-13
CCN(CC)c1ccc(C(=O)NNC(=O)CNC(=O)c2ccco2)cc1	-0.2	1	10	-0.7	4	-6	i	4.4	1	1
O=C(NC(=S)Nc1ccc2[nH]c(=O)[nH]c2c1)c1ccccc1F	0.0	0	-3	-1.2	3	-10	i	1.1	2	5
CC(C)N1C(=O)CCC1C(=O)NCc1cccs1 (centres undefined)	0.2	-4	-7	-1.1	-6	-7	i	1.2	-6	1
COC(=O)c1ccc(C)c(NC(=O)CCc2cc(OC)c(OC)c(OC)c2)c1	-0.2	-5	-1	-1.8	-8	-9	i	-0.1	0	1
Cn1ncc(C#N)c1NC(=O)c1cc(-c2ccccc2Cl)on1	-0.5	-2	2	0.3	-2	-10	i	0.1	-1	3
O=C(O)c1cnn2c1NC(c1cccs1)CC2C(F)(F)F (centres undefined)	-1.7	2	-2	0.2	-2	1	i	0.3	0	1
CCc1ccc(C(=O)COC(=O)CNC(=O)COc2ccccc2)cc1	-1.0	-2	2	-1.5	-7	-4	i	-0.1	-4	-2
O=c1[nH]cnc2sc(-c3ccccc3)cc12	-0.5	1	4	0.7	7	-6	i	0.5	-5	-12
O=C(CN1C(=O)c2ccccc2S1(=O)=O)c1ccc2c(c1)OCCO2	-0.8	-6	-3	-0.5	-3	-8	i	2.4	1	-2
CCCCCc1ccc(-c2cn(Cc3ccc4ccccc4c3)nn2)cc1	-0.3	2	-3	-0.1	13	0	i	-0.1	5	-3
COC(=O)C(C)N1C(=O)S/C(=C/c2cc(C)n(-c3ccccn3)c2C)C1=O (centres undefined)	-0.6	-3	-1	-0.7	-3	-6	i	2.2	-5	-18
CCOc1ccc(N=CNc2ccc(OCC)cc2)cc1	-0.1	-1	0	0.1	-7	-2	i	-0.9	-3	5
CCSc1nnc(NC(=O)CN2C(=O)NC3(CCCC3)C2=O)s1	-0.4	4	2	-1.6	4	-10	i	0.3	2	5
O=C(NCC(O)c1nc2ccccc2[nH]1)c1cc([N+](=O)[O-])ccc1F (centres undefined)	1.5	1	7	-2.6	-5	.	i	0.1	7	-27
COc1ccc(COC(=O)C2CCN(S(=O)(=O)c3cccs3)CC2)cc1	-0.3	-2	7	2.7	-9	-9	i	-0.3	-1	2
O=C(COC(=O)CNC(=O)c1sc2ccccc2c1Cl)Nc1cc(Cl)cc(Cl)c1	-0.6	0	7	-0.2	4	-5	i	-0.3	35	-7
C[C@@H]1CCC[C@]2(O[C@H](CCO)C[C@H](O)[C@H]2O)O1	0.3	2	-2	3.2	4	2	i	2.9	5	-2
O=C(COc1ccc2ccccc2c1Br)Nc1ccncc1	-0.1	-1	-2	2.3	2	1	i	0.5	-2	-36

Nothing new here: entries from further up.
SMILES	Tb MetRS inh	STEP block	CSN deneddyl inh	LMPTP inh	NadD block	Scp-1 inhibitor	Rpn11 block	MsrA inh	DNMT1 inh	SUMO1-SIM PPI
CC1CC(C)CN(C(=O)c2ccc(Br)c(S(=O)(=O)N3CCOCC3)c2)C1 (centres undefined)	0.0	4	2	-1.0	-1	-8	i	1.8	25	-3
Cc1ccccc1NC(=O)CN(C)S(=O)(=O)c1cccs1	-0.4	0	0	-1.0	-7	-7	i	0.0	0	5
O=C(/C=C/c1ccco1)N/C(=C\c1ccco1)C(=O)NCCc1nc2ccccc2[nH]1	2.8	0	1	2.5	1	4	i	3.6	1	-3
COc1cc(C=O)c(Br)cc1OCC(=O)NCc1ccccc1	-0.9	-1	-2	-1.7	2	0	i	1.8	6	0
COc1cc(/C=N/N=C2/C(=O)Nc3ccccc32)ccc1O	0.6	2	-10	-1.1	5	-3	i	4.9*	-9	-14
C[C@H](CO)N1C[C@H](C)[C@@H](CN(C)S(=O)(=O)c2cccs2)Oc2c(NS(=O)(=O)c3ccc(F)cc3)cccc2C1=O	-0.7	-1	-3	-1.1	6	-4	i	0.4	5	6
CN(C)c1ccc(C=C2C(=O)OC(C)(C(C)(C)C)OC2=O)cc1 (centres undefined)	-1.1	2	2	-0.4	9	0	i	1.7	4	-6
CC(=O)Nc1cc2c(cc1NC(=O)Cn1nc(-c3ccccc3F)ccc1=O)OCCO2	0.4	-1	-6	-0.6	1	-1	i	3.3	2	-6

Screening data from PubChem.
